Screening data as filed in PubChem.
HCV NS3 hel inh – inhibitors of HCV NS3 helicase, primary screen, biochemical, Cy5 molecular beacon fluorescence; Hepatitis C virus NS3 helicase; NS3 helicase DNA unwinding; inhibition, % at 10.9 µM; 290,000 tested, 0.56% active; AID 1800, 2009;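 active = inhibition above the mean of all tested compounds plus 3 SD, set per campaign, cut at about 35% in these data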;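 note: 0% = DMSO wells and 100% = thioflavine S control wells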
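System: Hepatitis C virus NS3 helicase domain fragment enzyme | Reagent: Annealed dual-labelled DNA beacon duplex, ATP-started | Compound dosing: 10.9 µM single point, 0.8% DMSO | Incubation: 1 h reaction at 25 °C, ATP-initiated | Technique: Cy5 fluorescence | Evaluation: Percent inhibition from t60/t0 fluorescence ratio | Benchmarks: Low DMSO, high thioflavine S at 110 µM | Replication: Singlicate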
FID counter – compounds displacing fluorescent DNA intercalator, primary screen, artefact control for HCV NS3 helicase inhibitor project, biochemical, FID fluorescence. DNA fluorescent intercalator displacement. AID 1845, 2009. 290,000 tested, 0.17% active. inhibition, % at 7.9 µM; in the data active = inhibition above about 37%;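 note: 0% = vehicle and 100% = reference compound; higher means more ethidium bromide displaced from hairpin DNA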
GalR3 antag – GalR3 antagonists in HEK293 cells, primary screen, cell-based, fluorescence readout | Galanin receptor type 3 (Homo sapiens), O60755 | HEK293 GalR3-CNG cAMP membrane potential fluorescence; galR3 body fused to GalR1 C-terminus | inhibition, % at 3 µM | 360,000 tested, 0.44% active;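 active = inhibition above the screen-wide average plus 3 SD, cut at about 13% in these data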;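 note: forskolin and galanin both at EC90 stimulate the cells; cAMP rise reported by CNG channel membrane potential dye signal; 0% = forskolin plus galanin with DMSO and 100% = forskolin alone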
Target sequence (O60755 1-299 limits assumed): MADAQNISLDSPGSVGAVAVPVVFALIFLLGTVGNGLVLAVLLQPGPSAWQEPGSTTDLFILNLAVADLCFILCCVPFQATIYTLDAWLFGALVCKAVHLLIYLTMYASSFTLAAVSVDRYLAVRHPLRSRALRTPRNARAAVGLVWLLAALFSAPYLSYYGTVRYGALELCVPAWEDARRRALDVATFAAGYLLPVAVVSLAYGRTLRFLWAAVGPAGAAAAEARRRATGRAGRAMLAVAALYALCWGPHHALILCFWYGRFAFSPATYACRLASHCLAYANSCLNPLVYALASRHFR
MEKK3 PB1 HTS – modulators of MEKK3-MEK5 PB1 binding, primary screen, biochemical, wildtype MEKK3, multiplex bead flow cytometry, Alexa488-MEK5; binding response (% of control), % at 10 µM; bead-based flow cytometry, Alexa488-MEK5 binding to MEKK3; actives lie on both sides; 0 = blocked by unlabeled MEK5, 100 = vehicle; AID 1529, 2009; 290,000 tested, 1.4% active;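 active = binding response more than 3 SD above or below the average of its plate-row segment, actives on both sides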;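 note: Alexa488 bead fluorescence after subtracting the streptavidin-only scavenger bead signal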
Target sequence (Q99759 whole entry, looked up): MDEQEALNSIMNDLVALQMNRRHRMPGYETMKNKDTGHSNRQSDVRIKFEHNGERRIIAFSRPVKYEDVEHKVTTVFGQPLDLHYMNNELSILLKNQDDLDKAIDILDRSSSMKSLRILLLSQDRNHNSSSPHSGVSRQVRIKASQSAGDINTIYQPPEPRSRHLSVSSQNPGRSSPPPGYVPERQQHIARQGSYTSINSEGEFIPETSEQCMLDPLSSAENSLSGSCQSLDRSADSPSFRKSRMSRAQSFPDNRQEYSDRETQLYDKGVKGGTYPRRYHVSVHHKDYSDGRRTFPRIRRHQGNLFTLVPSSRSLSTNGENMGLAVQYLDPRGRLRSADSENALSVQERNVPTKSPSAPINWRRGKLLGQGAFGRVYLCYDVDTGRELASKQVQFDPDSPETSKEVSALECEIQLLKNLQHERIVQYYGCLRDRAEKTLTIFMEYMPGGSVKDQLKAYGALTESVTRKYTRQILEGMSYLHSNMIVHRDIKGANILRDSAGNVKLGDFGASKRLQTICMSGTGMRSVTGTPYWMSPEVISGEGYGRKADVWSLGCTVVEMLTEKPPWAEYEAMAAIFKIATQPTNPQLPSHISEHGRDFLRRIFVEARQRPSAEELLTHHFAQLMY
MEKK2 mut-MEK5 – MEK5 binding signal on mutant MEKK2 PB1, primary screen, biochemical, multiplex bead flow cytometry, Alexa488-MEK5; Alexa488-MEK5 binding to MEKK2 mutant; 290,000 tested, 0.35% active; AID 1530, 2009; percent response, % at 10 µM; in the data active = percent response above about 24%, passing the limit was not always enough; note: inactives centre near 1; some results filed as inactive read as strong as hits
CRFBP-R2 agonist – agonists of CRF-BP/CRF-R2 complex, primary screen, cell-based, HEK293, calcium dye fluorescence, uHTS. CRF-binding protein / CRF receptor 2 complex (human). calcium dye fluorescence (FLIPR); percent of saturating CRF peptide response. activation, % at 13.2 µM. 350,000 tested, 0.46% active;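 active = activation of at least 50%, plus an integration ratio under a set limit after plate pattern correction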;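 note: plate controls were neutral control wells without compound for no effect and CRF at EC100 for full effect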
SUMO HTRF inh – inhibitors of in vitro SUMOylation cascade, primary screen, biochemical, HTRF, uHTS; 290,000 tested, 0.36% active; inhibition, % at 35 µM; HTRF SUMOylation assay, SAE1/SAE2 + UBC9; in the data active = inhibition above about 50%, passing the limit was not always enough; note: strong numbers were not always called active
Target sequence (P63279 whole entry, looked up): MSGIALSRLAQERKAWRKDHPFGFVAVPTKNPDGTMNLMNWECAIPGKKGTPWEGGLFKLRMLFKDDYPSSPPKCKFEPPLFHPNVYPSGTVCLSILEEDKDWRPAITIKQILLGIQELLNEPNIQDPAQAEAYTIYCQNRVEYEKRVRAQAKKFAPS
CRFR2-BP antag – antagonists of CRF-BP/CRF-R2 complex, primary screen, cell-based, HEK293, calcium dye fluorescence, uHTS. CRF-induced calcium fluorescence. inhibition, % at 11.8 µM. 350,000 tested, 0.59% active;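 active = inhibition of the ligand-induced calcium signal above about 50% at the single tested concentration, limit read from the data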
MEKK2wt PB1 HTS – modulators of MEK5 binding to wildtype MEKK2, primary screen, biochemical, multiplex bead flow cytometry, Alexa488-MEK5 | Mitogen-activated protein kinase kinase kinase 2 (Homo sapiens), Q9Y2U5 | Alexa488-MEK5 binding to MEKK2 WT; actives lie on both sides | binding response (% of control), % at 10 µM | 290,000 tested, 1.1% active; in the data active = binding response below about 67% or above about 130%
The depositor's hits bear a star; x = not tested or not shown. This is a subset. The share of hits here may be higher or lower than overall.

SMILES | HCV NS3 hel inh | FID counter | GalR3 antag | MEKK3 PB1 HTS | MEKK2 mut-MEK5 | CRFBP-R2 agonist | SUMO HTRF inh | CRFR2-BP antag | MEKK2wt PB1 HTS
CCN(CC)C(=O)Cc1cc(C(=O)O)c2ccccc2n1 | -0.4 | -0.8 | 4.2 | 105.0 | 4.0 | 1.5 | 6.6 | -15.6 | 103.0
CSc1nc(-c2ccccc2)cc(C(F)(F)F)c1C#N | 8.1 | -0.2 | -0.7 | 100.0 | -1.0 | 2.9 | -9.5 | -9.0 | 98.0
COC(=O)c1cc(=O)nc2scc(C)n12 | 2.4 | -6.7 | x | 106.0 | 15.0 | 5.5 | 13.4 | -3.5 | 98.0
O=C(NCC1CCCO1)c1nn2c(C(F)(F)F)cc(-c3ccco3)nc2c1Cl (centres undefined) | -1.3 | -10.8 | 2.7 | 103.0 | 5.0 | -2.0 | 9.5 | -1.3 | 101.0
N=c1oc2ccccc2cc1-c1nc2ccccc2c(=O)[nH]1 | -9.3 | -3.3 | 3.0 | 114.0 | 11.0 | -0.9 | 15.1 | 7.1 | 112.0
CCOC(=O)/C(=N/Nc1ccc(C)cc1)S(=O)(=O)c1ccc(Cl)cc1 | 2.8 | -5.8 | -6.5 | 86.0 | -6.0 | 1.3 | 4.0 | -37.8 | 87.0
COc1ccc(S(=O)(=O)N2CCCCC2)cc1C(C)C | 4.8 | -11.4 | -3.9 | 100.0 | 1.0 | 0.4 | -5.4 | 2.6 | 102.0
C[C@@H](C(=O)N[C@@H](Cc1c[nH]c2ccccc12)C(=O)O)n1nnc2ccccc2c1=O | 6.0 | -9.6 | -2.8 | 95.0 | 2.0 | -0.4 | 37.4 | -4.1 | 103.0
CCC(=O)NNC(=O)Cc1c(C)n(C(=O)c2ccc(Cl)cc2)c2ccc(OC)cc12 | -27.4 | -31.4 | -0.9 | 106.0 | 3.0 | -0.6 | 23.5 | 3.3 | 106.0
Cc1nc(CS(=O)(=O)c2ccc(Cl)cc2)sc1C(=O)O | 17.6 | 1.2 | -6.4 | 129.0* | 23.0 | -1.4 | 18.3 | 8.4 | 129.0
CCOc1ccc(C(=O)Nc2cc(C)on2)cc1 | -3.0 | -0.1 | -0.1 | 100.0 | 3.0 | 2.3 | 5.2 | -39.5 | 103.0
Cc1[nH]c(=O)[nH]c(=O)c1S(=O)(=O)Nc1ccc(F)cc1Cl | 6.5 | -2.4 | -5.2 | 105.0 | 10.0 | -1.1 | 3.7 | -0.5 | 105.0
c1cncc(CNc2ncnc3sc4c(c23)CCCC4)c1 | 9.6 | -10.7 | -2.9 | 100.0 | -1.0 | -0.3 | 16.0 | -3.8 | 97.0
O=C(NCc1cccs1)C(=O)c1cn(CC(=O)N2CCOCC2)c2ccccc12 | -5.5 | -7.7 | -2.7 | 102.0 | 5.0 | -0.2 | -1.9 | -8.2 | 102.0
Cc1cc(NCCC(C)C)n2nc(C)c(-c3ccccc3)c2n1 | -6.1 | -2.2 | -6.9 | 91.0 | -1.0 | 1.4 | 11.7 | -9.4 | 97.0
Cc1c(N2C(=O)/C(=C3\C(=O)N(CC(=O)O)c4ccccc43)SC2=S)c(=O)n(-c2ccccc2)n1C | -12.2 | -12.2 | -1.6 | 57.0 | -26.0 | -3.0 | 18.8 | 6.0 | 63.0
O=C(N/C(=C/c1ccccc1Cl)C(=O)N1CCCCC1)c1ccco1 | -0.1 | -37.2 | 1.9 | 103.0 | 5.0 | 0.7 | -1.1 | -2.8 | 106.0
COc1ccc(C(=O)NCCCOc2cccnc2)cc1OC1CCN(C(C)=O)CC1 | 8.1 | -30.3 | -0.1 | 102.0 | 5.0 | -0.2 | 2.0 | -7.0 | 104.0
Cc1ccccc1-c1nc2ccccc2c(=O)n1C1CCS(=O)(=O)C1 (centres undefined) | 17.7 | -4.4 | 2.5 | 103.0 | -4.0 | 2.6 | -31.8 | 10.2 | 100.0
O=C(O)CC(CP(=O)(c1ccccc1)c1ccccc1)C(=O)O (centres undefined) | -5.0 | 0.1 | -0.2 | 106.0 | 8.0 | 0.7 | -3.3 | 9.2 | 107.0
CC1CN(S(=O)(=O)c2ccc(Cl)c(S(=O)(=O)N3CC(C)OC(C)C3)c2)CC(C)O1 (centres undefined) | -3.7 | 1.4 | -4.8 | 101.0 | -4.0 | 0.2 | 4.2 | 8.1 | 98.0
O=C(COc1cccnc1[N+](=O)[O-])NCc1ccccc1 | 12.3 | -5.3 | -7.9 | 98.0 | -1.0 | -1.6 | 0.6 | -11.3 | 100.0
CC(=O)c1ccc(N2CCN(C(=O)C(=O)c3cn(CC(=O)N4CCCCCC4)c4ccccc34)CC2)cc1 | -10.1 | -59.2 | -1.5 | 99.0 | -2.0 | 0.9 | 6.1 | 9.0 | 85.0
CN(C)C(=O)C(OC(=O)c1ccc2c(c1)CCCC2)c1ccccc1 (centres undefined) | -11.9 | -38.4 | -8.2 | 102.0 | 0.0 | -0.1 | 12.0 | -12.4 | 100.0
O=C(CN(C(=O)CSc1nc2ccccc2o1)c1ccccc1)NC1CCCCC1 | -2.6 | -7.3 | -6.3 | 100.0 | 4.0 | -0.1 | 7.8 | -0.9 | 101.0
(listing goes on)
SMILES | HCV NS3 hel inh | FID counter | GalR3 antag | MEKK3 PB1 HTS | MEKK2 mut-MEK5 | CRFBP-R2 agonist | SUMO HTRF inh | CRFR2-BP antag | MEKK2wt PB1 HTS
O=C(Cc1cccs1)Nc1nncs1 | 4.1 | -3.8 | -2.0 | 102.0 | -5.0 | -0.4 | 8.3 | -38.4 | 94.0
CCSc1nnc(NC(=O)C2CCCCC2C(=O)OCC(F)(F)C(F)F)s1 (centres undefined) | -1.4 | -3.6 | -1.5 | 98.0 | -4.0 | -1.1 | 21.1 | -0.1 | 95.0
COc1ccc(CNC(=O)C2CCCN(S(=O)(=O)c3cnc[nH]3)C2)cc1 (centres undefined) | -12.6 | -1.5 | -3.0 | 110.0 | 3.0 | 3.1 | -14.8 | -19.1 | 111.0
COc1ccc(OC)c(-n2c(-c3cccc(O)c3)n[nH]c2=S)c1 | 7.0 | -5.7 | -1.2 | 102.0 | 7.0 | -1.3 | -1.0 | 4.9 | 105.0
O=C(N/N=C/c1ccc(Cl)cc1Cl)c1ccc2nc[nH]c2c1 | -5.4 | -1.5 | 0.1 | 102.0 | 5.0 | 2.0 | x | 4.1 | 101.0
CC(=O)Nc1cccc2c1OCCO2 | 0.5 | -1.8 | -3.3 | 102.0 | 4.0 | -0.4 | 11.8 | 21.3 | 104.0
CCOc1ccccc1C(=O)NCCCCCC(=O)O | 7.4 | -2.1 | 3.1 | 107.0 | 10.0 | 1.1 | -0.3 | -6.6 | 111.0
CCOC(=O)c1nnn(-c2nonc2N)c1CN1CCc2ccccc2C1 | -6.0 | -12.8 | -6.4 | 99.0 | -2.0 | 0.1 | 7.1 | 8.3 | 98.0
Cc1cccc(-n2c(C)cc(/C=N/NC(=O)c3ccc(CN4CCOCC4)cc3)c2C)c1 | -10.5 | -14.4 | x | 99.0 | 4.0 | 0.1 | 1.9 | 4.2 | 101.0
O=C1Nc2ccccc2OCc2c1cccc2[N+](=O)[O-] | -11.0 | 12.1 | -5.0 | 98.0 | -8.0 | 0.0 | 7.6 | 11.2 | 92.0
COC(=O)c1cc(NC(=O)CN(c2ccc(OC)cc2)S(=O)(=O)c2ccc(F)cc2)ccc1Cl | -20.0 | -5.2 | 0.9 | 112.0 | 5.0 | 2.4 | -45.2 | 0.6 | 116.0
COc1ccc(C(=O)C2CCCN(C(=O)c3c4c(nn3C)CCCC4)C2)cc1F (centres undefined) | 1.2 | -19.9 | -3.3 | 103.0 | 7.0 | -0.1 | -0.3 | 14.6 | 107.0
O=C(O)c1ccccc1Sc1ncnc2sc3c(c12)CCC3 | -4.2 | -8.1 | 0.1 | 93.0 | -3.0 | 0.7 | 14.6 | 10.0 | 98.0
CC(C)c1ccccc1NC(=O)Nc1ccc2c(c1)OCO2 | -1.2 | -7.1 | -2.4 | 99.0 | -1.0 | 18.3 | 11.3 | -26.0 | 101.0
Cn1cccc1/C=N/NC(=O)Cn1cnc2ccccc21 | -4.9 | -7.0 | -1.3 | 104.0 | 2.0 | -0.6 | 26.2 | 21.5 | 105.0
O=C(Cc1ccccc1)NCC(=O)OCc1cccc([N+](=O)[O-])c1 | 1.7 | -6.8 | -4.8 | 101.0 | 1.0 | -2.0 | 6.0 | -7.9 | 100.0
COc1ccccc1NC(=O)COc1cc(Br)c(CNCCCN2CCOCC2)cc1OC | -30.0 | 26.4 | -7.8 | 98.0 | -1.0 | 10.5 | 20.6 | -0.3 | 102.0
CCOC(=O)c1ccc(NC(=O)CN2C(=O)CN(C(C)=O)C2=S)cc1 | 7.0 | -4.0 | -9.0 | 103.0 | 0.0 | -0.8 | 9.6 | 9.5 | 109.0
CCc1ccc(NC(=O)c2ccnc(C(C)(C)C)c2)cc1 | 1.6 | -12.6 | -5.3 | 105.0 | 5.0 | -1.2 | 11.7 | 11.0 | 101.0
Cn1c(N)c(C(=O)COC(=O)C2CCCC2)c(=O)n(C)c1=O | -6.9 | -3.6 | -6.0 | 93.0 | -4.0 | -0.7 | 8.9 | 9.1 | 93.0
Cc1ccc(C(=O)O/N=C(\N)c2cccc([N+](=O)[O-])c2)cc1 | 2.8 | -0.1 | -5.6 | 93.0 | 2.0 | -1.4 | 29.3 | -8.8 | 91.0
CC1CN(C(=O)c2ccc(COc3ccccc3Br)o2)CC(C)O1 (centres undefined) | -5.1 | -23.4 | 3.1 | 105.0 | 3.0 | 0.8 | 6.0 | 6.5 | 109.0
CC1CC(C)CN(CCCNC(=O)CN2C(=O)CSc3ccc(S(=O)(=O)N4CCOCC4)cc32)C1 (centres undefined) | 3.0 | 10.6 | -5.3 | 103.0 | 5.0 | 0.5 | 8.6 | 9.7 | 104.0
Cc1ccc(-c2nnn(CC(=O)N(C)C3CCCCC3)n2)o1 | -3.7 | -13.9 | -3.1 | 101.0 | 3.0 | 0.1 | 1.6 | -12.1 | 101.0

Compound profiles (already shown).
`CC(C)c1ccccc1NC(=O)Nc1ccc2c(c1)OCO2` is entered as HCV NS3 hel inh: -1.2; FID counter: -7.1; GalR3 antag: -2.4; MEKK3 PB1 HTS: 99.0; MEKK2 mut-MEK5: -1.0; CRFBP-R2 agonist: 18.3; SUMO HTRF inh: 11.3; CRFR2-BP antag: -26.0; MEKK2wt PB1 HTS: 101.0
`COc1ccc(OC)c(-n2c(-c3cccc(O)c3)n[nH]c2=S)c1` is entered as HCV NS3 hel inh: 7.0; FID counter: -5.7; GalR3 antag: -1.2; MEKK3 PB1 HTS: 102.0; MEKK2 mut-MEK5: 7.0; CRFBP-R2 agonist: -1.3; SUMO HTRF inh: -1.0; CRFR2-BP antag: 4.9; MEKK2wt PB1 HTS: 105.0
